# RGS4 inhibitor: blocks human RGS4-accelerated GTP hydrolysis; Potency, µM (highest dose often 114 µM), for inactives: top-dose activity change, negative = inhibition, actives largely listed as inhibitors; Transcreener GDP fluorescence polarization, RGS4-accelerated GTP hydrolysis; P49798; hit rate 0.039% among 390,000; further: potency means the concentration at half of the fitted maximal effect; on the % scale 0 is the no-effect control and ±100 the full control effect; nearly all actives have a fitted effect of over 75% in size; some results filed as inactive show a strong effect at the top dose
# Target sequence (P49798 whole entry, looked up): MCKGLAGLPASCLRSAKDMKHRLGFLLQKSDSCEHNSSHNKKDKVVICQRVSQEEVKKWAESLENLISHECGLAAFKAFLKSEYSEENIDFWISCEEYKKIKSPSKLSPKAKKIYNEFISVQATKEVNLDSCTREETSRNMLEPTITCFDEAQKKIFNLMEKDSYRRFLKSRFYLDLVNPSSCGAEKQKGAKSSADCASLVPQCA
#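 MLSMR compounds (23 nl, pin-transferred) preincubated 10 min at room temperature with a 500nM (2x) first reagent, then RGS4 at 900nM (2x) plus Transcreener GDP mix added; fluorescence polarization (620/688 nm) read before and after 90 min at 30 °C.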
# D2 ag: agonists of human D2 dopamine receptor; AID 485358; activation, % at 2 µM; HEK293 T-REx D2 cells, calcium flux agonist mode; hit rate 0.53% among 340,000;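 active means activation over 3 SD above normal in the single-dose calcium agonist read, cut at about 30% in these data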; further: 0% is about no effect
#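 HEK293 Trex D2 cells, tetracycline-induced, o/n 30 C 5% CO2; no-wash Ca dye, RT 30–90 min; 10-cycle baseline, 23 nl cpd added, kinetic Ca read 180 s; agonist hits = positive Ca response.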
# D2 antagonist: D2 dopamine receptor (human) antagonism. HEK293 TREx D2 cells, calcium flux, dopamine EC80. inhibition, % at 10 µM. P14416. hit rate 2% among 340,000; in the data active means inhibition above about 30%; further: 0% is about no effect
#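 Overnight-induced (tetracycline, 30 C) HEK293 T-REx cells carrying force-coupled D2 receive a no-wash calcium dye, then compound, then EC80 dopamine at 180 s; signals are read kinetically throughout.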
# LDHA inh: inhibitors of human lactate dehydrogenase A; hit rate 0.15% among 480,000; purified LDHA, NADH/diaphorase-resazurin fluorescence; stronger effect = lower value; P00338; activity change, % (values are at about 110 or 230 µM); AID 1347041; in the data active means activity change below about -30%; inconclusive means mostly about -25% to -30%;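 further: plate controls were DMSO wells for no effect and wells without enzyme for full effect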
#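 Human LDH5 (2 nM) was incubated with 0.06 mM NADH and 0.2 mM pyruvate for 5 min at room temperature in Tris pH 7.4. Remaining NADH was coupled through diaphorase/resazurin, and resorufin fluorescence was read at 0 and 20 min.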
# 12-LOX inh: blocks human arachidonate 12S-lipoxygenase; P18054; purified 12hLO, xylenol orange hydroperoxide absorbance; Potency, µM (highest dose often 108 µM), for the others: at the highest dose activity change, negative = inhibition, actives largely listed as inhibitors; hit rate 1.1% among 580,000; further: potency means the concentration at half of the fitted maximal effect; on the % scale 0 is the no-effect control and ±100 the full control effect
# Target sequence (P18054 whole entry, looked up): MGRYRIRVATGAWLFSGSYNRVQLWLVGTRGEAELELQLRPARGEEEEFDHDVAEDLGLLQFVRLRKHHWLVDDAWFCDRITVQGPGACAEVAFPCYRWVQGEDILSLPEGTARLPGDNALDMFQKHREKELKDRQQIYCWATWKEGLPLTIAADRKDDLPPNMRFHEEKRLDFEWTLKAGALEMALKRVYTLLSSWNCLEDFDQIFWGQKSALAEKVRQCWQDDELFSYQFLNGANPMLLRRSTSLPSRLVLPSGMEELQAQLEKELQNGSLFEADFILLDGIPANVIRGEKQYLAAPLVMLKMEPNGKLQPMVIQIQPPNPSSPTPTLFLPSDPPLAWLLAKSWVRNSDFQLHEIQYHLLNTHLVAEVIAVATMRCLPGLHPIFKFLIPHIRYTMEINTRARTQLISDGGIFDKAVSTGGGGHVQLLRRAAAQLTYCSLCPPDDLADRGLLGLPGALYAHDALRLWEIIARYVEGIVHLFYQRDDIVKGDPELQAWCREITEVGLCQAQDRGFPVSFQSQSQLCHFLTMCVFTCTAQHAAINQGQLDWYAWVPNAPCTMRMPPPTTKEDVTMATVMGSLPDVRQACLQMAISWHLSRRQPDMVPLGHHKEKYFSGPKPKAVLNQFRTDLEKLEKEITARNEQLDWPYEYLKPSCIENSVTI
#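 Purified human 12hLO (150 nM final) in 25 mM Hepes, 0.01% Triton X-100, pH 7.0 was preincubated 15 min at room temperature with compound. Then 40 uM arachidonic acid was added, 30 min. Hydroperoxide was read by Fe-XO absorbance ratio 573/405 nm.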
# Vif-A3G inh: Vif-A3G binding inhibition; HeLa A3G-eYFP + Vif (tagged APOBEC3G with the HIV-1 protein that degrades it), YFP fluorescence, overnight; Potency, µM (top dose mostly 46.1 µM), for the others: at the top dose activity, negative = active, usual class: inhibitors; hit rate 0.076% among 410,000;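 further: potency means the concentration at half of the fitted maximal effect; on the % scale 0 is the no-effect control and ±100 the full control effect; nearly all actives have a fitted effect of over 60% in size; hits raise eYFP signal because A3G escapes Vif-driven loss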
#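 HeLa cells stably expressing Vif and C-terminally eYFP-tagged A3G, seeded overnight at 37 deg C, then exposed to compound by pintool overnight at 37 deg C. Rise in yellow fluorescence (Ex 488/Em 500-530, Acumen) marks blocked Vif-driven A3G degradation.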
# Glioma ERSR ind: induces the endoplasmic reticulum stress response in human glioma cells; AID 602332; hit rate 0.02% among 420,000; U87-MG GRP78 promoter luciferase reporter, 16 h; Potency, µM, without a hit: top-dose activation, most hits filed as activators; further: potency means the concentration at half of the fitted maximal effect; series mostly up to about 76 µM; % of control where 0% means no effect; nearly all actives have a fitted effect of over 35% in size
#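 Stably transfected U87-MG human glioma cells carrying a GRP78-based luminescent sensor were seeded at 1000 cells/well, pin-dosed with compounds and incubated 16 h. Luciferase reagent was then added, and end-point luminescence was read after 10 min at room temperature.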
# Numbers without * were called inactive; ? = inconclusive; . = not tested or not shown; & = joins results of further samples; [ ] = remark or other dose. Unless noted, the call rests on the fitted dose curve; in most records, active means well fitted curve in the direction sought with a large enough effect; inconclusive means small, poorly fitted or top-dose-only effect, or another doubt; inactive means no such curve, though single readings can be large; an effect the other way counts as inactive or inconclusive.
SMILES,RGS4 inhibitor,D2 ag,D2 antagonist,LDHA inh,12-LOX inh,Vif-A3G inh,Glioma ERSR ind
COc1cc(OC)c2c(c1C(CCN1CCCC1)c1ccc(N(C)C)cc1)OC(=O)CC2c1ccc(N(C)C)cc1 (stereo unspecified),-8%,.,.,.,.,5%,0%
COc1ccc(-c2c(C3C4C=CCC(C)C4C(=O)N3Cc3ccccc3)ccc3ccccc23)cc1OC (stereo unspecified),32%,.,.,.,.,0%,-3%
CC12CCC=CC1C(c1ccc(Br)cc1F)N(Cc1ccccc1)C2=O (stereo unspecified),-14%,.,.,.,.,-9%,2%
CC(=O)OCC(NC(=O)C(Cc1ccccc1)NC(=O)OC(C)(C)C)C1OC(n2cc(F)c(=O)[nH]c2=O)C(OC(C)=O)C1OC(C)=O (stereo unspecified),5%,.,.,.,.,1%,1%
COc1ccc(C2/C=C\CN(C(=O)c3ccccc3)C(C)C(=O)N2Cc2ccc(F)cc2)cc1 (stereo unspecified),-7%,.,.,.,.,-1%,-4%
COc1ccc(CCn2c3c(c(=O)[nH]c2=S)CN(C(C)C)CN3)cc1OC,-6%,.,.,3,.,.,.
CCCCN(Cc1ccc(Cl)c(Cl)c1)c1ccc(Br)cn1,27%,.,.,0,.,.,.
COc1ccc(CN(Cc2ccccc2)C(=O)c2ccno2)cc1COc1ccc(NC(C)=O)cc1,-33%,.,.,13,.,.,.
COc1ccc(-c2nc3ccc(NC(C)=O)cc3c(=O)n2Cc2cccc(Cl)c2)cc1COc1ccc(NC(C)=O)cc1,-41%,.,.,25,.,.,.
Cc1ccc2nc(-c3cccs3)c(Nc3ccccc3)n2c1,10%,.,.,1,.,.,.
Fc1ccccc1-c1ccc(-c2nc3ccc(Cl)cn3c2Nc2ccc(Cl)cc2)o1,?,.,.,14,.,.,.
CC(=O)NCCCN(Cc1ccc(Cl)c(Cl)c1)c1ccc(Br)cn1,-14%,.,.,6,.,.,.

# Retrieved one by one from the list above, five records:
SMILES,RGS4 inhibitor,D2 ag,D2 antagonist,LDHA inh,12-LOX inh,Vif-A3G inh,Glioma ERSR ind
COc1ccc(-c2c(C3C4C=CCC(C)C4C(=O)N3Cc3ccccc3)ccc3ccccc23)cc1OC (stereo unspecified),32%,.,.,.,.,0%,-3%
CC(=O)NCCCN(Cc1ccc(Cl)c(Cl)c1)c1ccc(Br)cn1,-14%,.,.,6,.,.,.
CC12CCC=CC1C(c1ccc(Br)cc1F)N(Cc1ccccc1)C2=O (stereo unspecified),-14%,.,.,.,.,-9%,2%
COc1ccc(-c2nc3ccc(NC(C)=O)cc3c(=O)n2Cc2cccc(Cl)c2)cc1COc1ccc(NC(C)=O)cc1,-41%,.,.,25,.,.,.
COc1ccc(C2/C=C\CN(C(=O)c3ccccc3)C(C)C(=O)N2Cc2ccc(F)cc2)cc1 (stereo unspecified),-7%,.,.,.,.,-1%,-4%

# (cont.)
SMILES,RGS4 inhibitor,D2 ag,D2 antagonist,LDHA inh,12-LOX inh,Vif-A3G inh,Glioma ERSR ind
Cc1ccc(S(=O)(=O)N2CCN(c3nc(-c4cccs4)nc4nc[nH]c34)CC2)cc1,-8%,.,.,0,.,.,.
Cc1ccc(S(=O)(=O)c2cnc(-c3ccccc3)[nH]c2=O)cc1,17%,.,.,-1,.,.,.
CCCN1CNc2c(c(=O)[nH]c(=S)n2CCc2cc(Cl)cc(Cl)c2)C1,-4%,.,.,-2,.,.,.
COc1ccc(C2Nc3ccc(NC(C)=O)cc3C(=O)N2Cc2cccc(Cl)c2)cc1COc1ccc(NC(C)=O)cc1 (stereo unspecified),-22%,.,.,7,.,.,.
Cc1ccc(S(=O)(=O)N(C)CCN(C)c2nc(-c3cccs3)nc3ccccc23)cc1,2%,.,.,-11,.,.,.
Cc1ccc2nc(-c3ccc(C)o3)c(Nc3ccc4c(c3)OCO4)n2c1,-11%,.,.,7,.,.,.
CCCN1CNc2c(c(=O)[nH]c(=S)n2CCC)C1,32%,.,.,5,.,.,.
COc1ccc(Nc2c(-c3ccc(C)o3)nc3ccccn23)cc1,-16%,.,.,7,.,.,.
CC(C)(C)C(=O)OCCNc1nc(-c2cccs2)nc2ccccc12,-10%,.,.,1,.,.,.
O=S(=O)(c1cccs1)N1CCN(c2nc(-c3cccs3)nc3ccccc23)CC1,19%,.,.,-5,.,.,.
CC(=O)Nc1nc(-c2ccccc2)c(-c2ccccc2)s1,32%,.,.,-3,.,.,.
CCOc1ccccc1N1C(=O)c2ccccc2N/C1=C\N1CCN(C(=O)c2ccco2)CC1,-20%,.,.,6,.,.,.
O=C(NNc1ccc(F)cc1F)c1cccs1,-11%,.,.,1,.,.,.
Cc1ccc(Nc2c(-c3ccc(C)s3)nc3cccc(C)n23)cc1,-10%,.,.,8,.,.,.
O=C(Nc1ccccc1Sc1ccccc1)c1cnn2c1NC(=C1CC1)C=C2C(F)(F)F,-4%,.,.,1,.,.,.
Cc1ccc(NNC(=O)c2sccc2Cl)c(C)c1,-32%,.,.,2,.,.,.
CC(=O)N(c1ccc(Cl)cc1)C1SC(=O)N(c2ccccc2)C1=O (stereo unspecified),12%,.,.,6,.,.,.
CCCN1CNc2c(c(=O)[nH]c(=S)n2CCc2ccccn2)C1,11%,.,.,3,.,.,.
COc1ccc(-c2nc3ccc(NC(=O)CO)cc3c(=O)n2Cc2cccc(Cl)c2)cc1COc1ccc(NC(C)=O)cc1,2%,.,.,16,.,.,.
O=C(NNc1cc(Cl)cc(Cl)c1)c1sccc1Cl,-20%,.,.,1,.,.,.
COc1cc(NC(=O)CSc2nnc3c(n2)[nH]c2ccc(OC)cc23)cc(OC)c1,9%,.,.,-3,.,.,.
O=S(=O)(Cc1ccccc1)N1CCN(c2nc(-c3cccs3)nc3ccccc23)CC1,11%,.,.,-5,.,.,.
CCCN1CNc2c(c(=O)[nH]c(=S)n2CCc2cccc(C)c2C)C1,10%,.,.,2,.,.,.
CC1(C)CCc2cc(S(=O)(=O)N3CCN(c4nc(-c5cccs5)nc5ccccc45)CC3)ccc2O1,15%,.,.,-7,.,.,.
Cc1ccc(-c2nc3ccccn3c2Nc2ccccc2C)o1,?,.,.,10,.,.,.
O=S(=O)(c1ccccc1Cl)N1CCN(c2nc(-c3cccs3)nc3ccccc23)CC1,25%&26%,.,.,-5&-6,.,.,.
COc1ccc(CN(Cc2ccccc2)C(C)=O)cc1COc1ccc(NC(C)=O)cc1,-8%,.,.,2,.,.,.
CCCCN(CCCN)c1ccc(Br)cn1,32%,.,.,-8,.,.,.
c1ccc(Nc2nc(NCc3ccco3)nc3nccnc23)cc1,?,.,.,1,.,.,.
COc1cc(NC(=O)CSc2nnc3c4ccccc4n(C)c3n2)cc(OC)c1OC,-5%,.,.,3,.,.,.
CC(NC(=O)Cc1ccccc1[N+](=O)[O-])c1ccccc1 (stereo unspecified),.,.,17,.,4%,.,.
Cc1n[nH]c(=S)c2nn(-c3cccc(Cl)c3)c(C)c12,.,-0.2,.,.,9%,.,.
CCOC(=O)N1CCN(c2nc(CN3CCCCC3CCO)nc3c(C)cccc23)CC1 (stereo unspecified),.,.,.,.,-5%,.,-6%
CC(=O)N[C@@H](CC(C)C)C(=O)O,.,.,.,.,-3%[22.9 µM],.,-2%
O=C(c1cc(C(F)(F)F)cc(C(F)(F)F)c1)N1CCC2(CCCN(Cc3ccncc3)C2)CC1,.,.,.,.,3%[57.4 µM],.,-3%
O=C1C=C(O)c2ccccc2C1=O,.,.,.,.,?,.,3%
COc1ccc(OC)c(CN2CCCC(c3nc(-c4ccncc4)ncc3-c3ccccc3C)C2)c1 (stereo unspecified),.,.,.,.,13%,.,-4%
CCC1CN(CCNC(=O)c2ccsc2)Cc2cc(OC)ccc2O1 (stereo unspecified),.,.,.,.,9%,.,-2%
COc1ccccc1C(=O)N1CCOc2ccc(CN3CCN(Cc4ccccn4)CC3)cc2C1,.,.,.,.,5%,.,1%
COc1ccccc1-c1ccc2ncnc(NC3CCNCC3)c2c1,.,.,.,.,-12%,.,-3%
OCC(O)C(O)C(O)CO (stereo unspecified),.,.,.,.,?,.,-2%&-6%
CN(Cc1ccon1)C(=O)c1cnn(-c2nccc(-c3ccc4c(c3)OCO4)n2)c1C1CC1,.,.,.,.,20%,.,3%
CN1CCC2(CC1)CCN(C(=O)c1cccc(F)c1)CC2,.,.,.,.,1%[57.4 µM],.,-3%
COCC(=O)Nc1cc(C(=O)N2CCCCC2c2nccn2C)cc2nc(-c3ccccc3)n(C)c12 (stereo unspecified),.,.,.,.,?,.,-1%
Cc1cnc(CNc2cc(-c3cccc(NS(C)(=O)=O)c3)ncn2)cn1,.,.,.,.,?,.,-5%
CCC1(C2CCN(C(=O)c3ccccc3C)CC2)NC(=O)N(CCc2scnc2C)C1=O (stereo unspecified),.,.,.,.,4%,.,-5%
Cc1nc2cnc(Oc3ccccc3)nc2n(C2CC2)c1=O,.,.,.,.,?,.,0%

# Whole records, looked up by structure. Order of values: RGS4 inhibitor | D2 ag | D2 antagonist | LDHA inh | 12-LOX inh | Vif-A3G inh | Glioma ERSR ind
# CCC1(C2CCN(C(=O)c3ccccc3C)CC2)NC(=O)N(CCc2scnc2C)C1=O (stereo unspecified) across the screens: . | . | . | . | 4% | . | -5%
# Cc1cnc(CNc2cc(-c3cccc(NS(C)(=O)=O)c3)ncn2)cn1 across the screens: . | . | . | . | ? | . | -5%
# CN1CCC2(CC1)CCN(C(=O)c1cccc(F)c1)CC2 across the screens: . | . | . | . | 1%[57.4 µM] | . | -3%

# These rows are one share of the data. The share of hits here may be higher or lower than overall.
